# Compound activity (PubChem BioAssay)
# CIT2-GFP yeast = modulators of TOR pathway CIT2-GFP in S. cerevisiae | S. cerevisiae CIT2-GFP strain, flow cytometry, 3 h; 100 means same as DMSO wells | GFP response vs DMSO, % at 10 µM | 320,000 tested, 0.065% active | AID 2029;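 active = GFP response relative to DMSO above a set limit, near the screen mean plus 3 SD, cut at about 150% in these data; inconclusive = Fewer than 70 cells measured for a yeast strain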;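 note: ratio of well median GFP fluorescence to mean of DMSO wells on the plate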
# VLA-4 inh = inhibition in a human VLA-4 binding assay; P13612; VLA-4 expressing cells, ligand binding flow cytometry; inhibition, % (about 7 µM as worked out from the volumes in the protocol); 330,000 tested, 0.2% active; AID 2557; in the data active = inhibition above about 50%
# LAP4-GFP MLPCN = alters LAP4-GFP fluorescence in TOR pathway yeast screen | GFP response vs DMSO, % at 10 µM | 320,000 tested, 0.34% active | S. cerevisiae LAP4-GFP multiplex, flow cytometry GFP, 3 h; median GFP as percent of DMSO wells | AID 2023;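 active = GFP response vs DMSO above a set limit, about the screen mean plus 3 SD, cut at about 150% in these data; inconclusive = under 70 cell events counted for the yeast strain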
# AGP1-GFP MLPCN = alters AGP1-GFP fluorescence in TOR pathway yeast screen; S. cerevisiae AGP1-GFP multiplex flow cytometry, 3 h; GFP as percent of DMSO wells; GFP response vs DMSO, % at 10 µM; 320,000 tested, 0.02% active; AID 2066;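 active = GFP response relative to DMSO above a set limit, near screen average plus 3 SD, cut at about 150% in these data; inconclusive = fewer than 70 cells counted for the yeast strain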;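 note: median GFP channel fluorescence of the gated AGP1 strain per well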
# RPL19A-GFP yeast = modulators of TOR pathway RPL19A-GFP in S. cerevisiae; 330,000 tested, 0.3% active; percent response vs DMSO, % at 10 µM; S. cerevisiae RPL19A-GFP strain, flow cytometry, 3 h; hits give low values;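 active = percent response vs DMSO below 50%; inconclusive = fewer than 70 events counted for the yeast strain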;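 note: median channel GFP fluorescence of the barcoded RPL19A-GFP strain; ratio of sample median GFP to plate DMSO average so 100% = DMSO; lower means less RPL19A-GFP as with rapamycin TOR inhibition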
# GRK2 inh = inhibitors of human GRK2 displacing RNA aptamer; P25098; bead flow cytometry, FAM-aptamer displacement from GRK2; inhibition of aptamer binding, % at 10 µM; 330,000 tested, 0.59% active;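 active = inhibition of aptamer binding above 40%, roughly 3 SD of noise, on plates passing a quality check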;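 note: median bead fluorescence of bound FAM aptamer so fluorescent compounds give negative values; no value below 0 was filed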
# Target sequence (P25098 whole entry, looked up): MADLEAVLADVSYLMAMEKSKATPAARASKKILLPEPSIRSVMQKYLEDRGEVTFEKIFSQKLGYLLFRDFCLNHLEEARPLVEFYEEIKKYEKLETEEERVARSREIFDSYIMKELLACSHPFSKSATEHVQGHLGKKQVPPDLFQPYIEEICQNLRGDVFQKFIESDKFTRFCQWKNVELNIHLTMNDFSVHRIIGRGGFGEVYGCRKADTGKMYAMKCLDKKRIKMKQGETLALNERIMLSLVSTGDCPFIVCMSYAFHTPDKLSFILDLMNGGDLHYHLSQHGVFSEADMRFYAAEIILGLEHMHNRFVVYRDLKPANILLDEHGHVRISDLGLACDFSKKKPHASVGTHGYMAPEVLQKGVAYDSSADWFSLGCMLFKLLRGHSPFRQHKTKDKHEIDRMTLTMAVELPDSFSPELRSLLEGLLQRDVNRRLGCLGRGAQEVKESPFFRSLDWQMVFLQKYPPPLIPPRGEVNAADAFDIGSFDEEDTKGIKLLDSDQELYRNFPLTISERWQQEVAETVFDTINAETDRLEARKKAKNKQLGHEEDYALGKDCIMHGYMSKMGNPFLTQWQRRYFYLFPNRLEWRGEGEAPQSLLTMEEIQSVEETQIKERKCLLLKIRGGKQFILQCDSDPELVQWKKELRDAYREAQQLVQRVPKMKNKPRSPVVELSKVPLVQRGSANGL
# Yeast superoxide = caloric restriction mimetics inhibiting age-related superoxide in yeast | S. cerevisiae aged cells, superoxide DHE fluorescence; hits give low values | superoxide response (% of plate mean), % at 10 µM | 330,000 tested, 0.18% active | AID 2690;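 active = superoxide response under a set limit, about three screen SD below normal, cut at about 65% in these data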;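 note: yeast aged for seven days with compound at 30 °C before DHE staining; 100% = average MFI of all compound-treated wells on the plate with controls excluded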
# MEP2-GFP yeast = modulators of TOR pathway MEP2-GFP in S. cerevisiae. S. cerevisiae MEP2-GFP strain, flow cytometry GFP, 3 h; 100% = DMSO control level. GFP response vs DMSO, % at 10 µM. 330,000 tested, 0.51% active;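 active = GFP response versus DMSO above a set limit, roughly screen mean plus 3 SD, cut at about 180% in these data; inconclusive = fewer than 70 cells counted for a yeast strain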;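 note: median GFP fluorescence of the barcode-gated MEP2-GFP cells per well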
# Numbers without * were called inactive; ? = inconclusive; . = no result given; [ ] = dose if it differs, or a comment.
# Sequence of screens – CIT2-GFP yeast | VLA-4 inh | LAP4-GFP MLPCN | AGP1-GFP MLPCN | RPL19A-GFP yeast | GRK2 inh | Yeast superoxide | MEP2-GFP yeast
- CCOC(=O)C1=C(CNC2CCCCC2)NC(=O)NC1c1cc(C)ccc1C (stereo not drawn)
  100 | 4 | 104 | . | 97 | 0 | 92 | 96
- O=C(CCSc1ccccc1)Nc1ccccc1Br
  101 | 27 | 101 | 99 | 105 | 2 | 101 | 106
- O=C(CCN1C(=O)[C@@H]2Cc3ccccc3CN2C1=O)N[C@@H](Cc1ccccc1)C(=O)O
  89 | 26 | 101 | 96 | 98 | 0 | 121 | 100
- CCCn1c(=O)c2c(nc3n2CC(C)CN3Cc2ccccc2)n(C)c1=O (stereo not drawn)
  111 | -9 | 101 | 101 | 99 | 0 | 98 | 107
- CCOC(=O)Cc1csc(/N=C/c2c(O)n(-c3ccccc3C(F)(F)F)c(=O)c3ccccc23)n1
  109 | 2 | 89 | 101 | 106 | 0 | 93 | 108
- O=C1/C(=C/c2ccccc2)CSc2sccc21
  87 | -1 | 106 | 98 | 94 | 1 | 112 | 98
- CCN(CC)C(=S)NC(=O)c1ccc(Cl)cc1Cl
  ? | 8 | 102[may fluoresce violet] | 27[may fluoresce violet] | 93[may fluoresce violet] | 0 | 98 | 119[may fluoresce violet]
- O=C1[C@@H]2Cc3c([nH]c4ccccc34)C(c3ccccc3)N2C(=O)CN1CCO (stereo partly drawn)
  103 | 16 | 108 | 101 | 106 | 3 | 102 | 106
- Cc1nc(N=C(N)N)nc2c(C)cccc12
  89 | -5 | 94 | 96 | 100 | 0 | 96 | 103
- CC1CCCCC1NC1=NCCS1 (stereo not drawn)
  87 | -5 | 93 | 90 | 92 | 2 | 94 | 91
- Cn1c(CCN2CCCCC2)nc2cc(NC(=O)NC3CCCCC3)ccc21
  96 | 14 | 100 | 100 | 100 | 0 | 116 | 100
- CCN1CCN(Cc2ccc(NC(=O)c3cc(NC(=O)c4ccno4)cc(OC)c3)cc2C(F)(F)F)CC1
  85 | 23 | 103 | 90 | 108 | 0 | 107 | 95
- O=c1ccc(-c2ccccc2)nn1Cc1ccccc1
  94 | 5 | 103 | 97 | 100 | 0 | 97 | 102
- Cc1cc(C)n(C(=O)c2ccc(NC(=O)CC(C)C)cc2)n1
  101 | 10 | 104 | 107 | 102 | 0 | 97 | 102
- O=C(CCS(=O)(=O)Cc1ccccc1)NC1CCCCC1
  104 | 5 | 98 | 99 | 94 | 0 | 77 | 94
- O=C(NCCc1ccccc1)c1c(O)c2ccccc2[nH]c1=O
  93 | 5 | 81 | 95 | 101 | 3 | 100 | 97
- NS(=O)(=O)c1ccc(CNC(=O)c2ccc(Cl)c(S(=O)(=O)NCc3ccccc3)c2)cc1
  99 | 12 | 99 | 103 | 99 | 2 | 90 | 102
- Cc1ccc(-c2csc(NC(=O)CN3C(=O)CCC3=O)n2)cc1
  108 | 4 | 103 | 100 | 98 | 1 | 107 | 120
- CCCCNc1cc(=O)n(C)c(=O)[nH]1
  100 | -27 | 97 | 97 | 93 | 3 | 97 | 90
- CC1CCN(C(=O)C2c3ccccc3C(=O)N3CCc4ccccc4C23)CC1 (stereo not drawn)
  100 | 11 | 103 | 102 | 101 | 0 | 106 | 104
- CCn1c(SCC(=O)NCc2cccs2)nnc1-c1ccncc1
  97 | 2 | 93 | 99 | 97 | 0 | 90 | 98
- O=C(CN1C(=O)C(=O)N(Cc2ccco2)C1=O)c1c[nH]c2ccccc12
  96 | -17 | 101 | 103 | 98 | 4 | 96 | 106
- O=C1COc2ccc(C(=O)CSc3nnnn3-c3ccccc3)cc2N1
  95 | 3 | 91 | 94 | 93 | 2 | 93 | 103
- COCCN1Cc2cccc(C(=O)Nc3cccc(-c4nc5ccccc5[nH]4)c3)c2C1=O
  104 | -2 | 96 | 97 | 107 | 0 | 102 | 103
- COc1c(/C=N/Nc2ccc([N+](=O)[O-])cc2[N+](=O)[O-])c(C)nn1-c1ccccc1
  108 | -9 | 99 | 106 | 98 | 0 | 100 | 102
- c1ccc(CNCCN2CCNCC2)nc1
  102 | 0 | 95 | 103 | 101 | 0 | 92 | 115

# A section from the list above:
# Sequence of screens – CIT2-GFP yeast | VLA-4 inh | LAP4-GFP MLPCN | AGP1-GFP MLPCN | RPL19A-GFP yeast | GRK2 inh | Yeast superoxide | MEP2-GFP yeast
- Cc1nc(N=C(N)N)nc2c(C)cccc12
  89 | -5 | 94 | 96 | 100 | 0 | 96 | 103
- CC1CCCCC1NC1=NCCS1 (stereo not drawn)
  87 | -5 | 93 | 90 | 92 | 2 | 94 | 91
- Cn1c(CCN2CCCCC2)nc2cc(NC(=O)NC3CCCCC3)ccc21
  96 | 14 | 100 | 100 | 100 | 0 | 116 | 100
- CCN1CCN(Cc2ccc(NC(=O)c3cc(NC(=O)c4ccno4)cc(OC)c3)cc2C(F)(F)F)CC1
  85 | 23 | 103 | 90 | 108 | 0 | 107 | 95

# A few values from the results shown.
# CC1CCCCC1NC1=NCCS1 (stereo not drawn) in CIT2-GFP yeast shows 87
# O=C(CN1C(=O)C(=O)N(Cc2ccco2)C1=O)c1c[nH]c2ccccc12 in MEP2-GFP yeast shows 106

# Some of the entries so far, as tab-separated lines.
compound	CIT2-GFP yeast	VLA-4 inh	LAP4-GFP MLPCN	AGP1-GFP MLPCN	RPL19A-GFP yeast	GRK2 inh	Yeast superoxide	MEP2-GFP yeast
Cc1nc(N=C(N)N)nc2c(C)cccc12	89	-5	94	96	100	0	96	103
CCn1c(SCC(=O)NCc2cccs2)nnc1-c1ccncc1	97	2	93	99	97	0	90	98
O=C1[C@@H]2Cc3c([nH]c4ccccc34)C(c3ccccc3)N2C(=O)CN1CCO (stereo partly drawn)	103	16	108	101	106	3	102	106
COc1c(/C=N/Nc2ccc([N+](=O)[O-])cc2[N+](=O)[O-])c(C)nn1-c1ccccc1	108	-9	99	106	98	0	100	102
CCOC(=O)Cc1csc(/N=C/c2c(O)n(-c3ccccc3C(F)(F)F)c(=O)c3ccccc23)n1	109	2	89	101	106	0	93	108

# Molecules listed so far containing a thiophene ring, fused or not (2):
# Sequence of screens – CIT2-GFP yeast | VLA-4 inh | LAP4-GFP MLPCN | AGP1-GFP MLPCN | RPL19A-GFP yeast | GRK2 inh | Yeast superoxide | MEP2-GFP yeast
- O=C1/C(=C/c2ccccc2)CSc2sccc21
  87 | -1 | 106 | 98 | 94 | 1 | 112 | 98
- CCn1c(SCC(=O)NCc2cccs2)nnc1-c1ccncc1
  97 | 2 | 93 | 99 | 97 | 0 | 90 | 98
